# SENP8 inh = blocks the human protease SENP8; Q96LD8; purified SENP8, Z-RLRGG-aminoluciferin cleavage, luminescence; inhibition, % at 10 µM; hit rate 1.2% among 330,000; AID 2540
# Target sequence (Q96LD8 whole entry, looked up): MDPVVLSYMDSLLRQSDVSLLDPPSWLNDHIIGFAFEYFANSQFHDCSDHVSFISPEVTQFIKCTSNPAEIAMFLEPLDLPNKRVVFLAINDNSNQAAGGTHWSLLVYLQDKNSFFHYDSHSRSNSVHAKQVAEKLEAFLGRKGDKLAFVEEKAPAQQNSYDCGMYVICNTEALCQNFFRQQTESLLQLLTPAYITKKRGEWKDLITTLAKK
# Gli-Sufu block = antagonists of Gli-Sufu signaling. Sufu-KO-LIGHT fibroblasts, Gli luciferase reporter luminescence. inhibition, % at 5 µM. hit rate 0.74% among 340,000;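 active = inhibition above about 55%, limit read from the data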;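 note: 0% = DMSO-treated cells and 100% = wells with medium but no cells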
# EBI2 block = EBI2 (human) antagonism. P32249. EBI2 beta-arrestin recruitment, luminescence, 7a,25-OHC stimulated. inhibition, % at 5 µM. hit rate 0.81% among 360,000. AID 651636; in the data active = inhibition above about 38%;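 note: enzyme fragment complementation signal reports receptor beta-arrestin coupling in cells; 0% = agonist plus DMSO wells and 100% = wells without agonist; some results beyond the cut were filed as inactive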
# 697 NFkB inh = inhibitors of the PMA/ionomycin-induced NF-kB reporter in 697 B cells | hit rate 0.33% among 330,000 | 697 B-cell NF-kB luciferase reporter, 16 h | inhibition, % at 4 µM | AID 435022; in the data active = inhibition above about 35%
# Jurkat NFkB inh = lowers PMA/ionomycin-induced NF-kB signal in Jurkat cells | inhibition, % at 4 µM | PMA/ionomycin-induced NF-kB luciferase reporter, luminescence | hit rate 0.53% among 330,000
# CCR6 antag = blocks CCL20-driven beta-arrestin recruitment at human CCR6; P51684; CHO-K1 CCR6 PathHunter beta-arrestin, luminescence, CCL20-stimulated; inhibition, % at 20 µM; hit rate 0.49% among 340,000; AID 493098;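 active = compounds whose inhibition of the agonist-driven luminescence signal at 20 µM reaches about 50%, limit read from the data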;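 note: cells stimulated with CCL20 at 14 nM final; plate controls were DMSO with CCL20 for no effect and DMSO without agonist for full effect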
# Target sequence (P51684 whole entry, looked up): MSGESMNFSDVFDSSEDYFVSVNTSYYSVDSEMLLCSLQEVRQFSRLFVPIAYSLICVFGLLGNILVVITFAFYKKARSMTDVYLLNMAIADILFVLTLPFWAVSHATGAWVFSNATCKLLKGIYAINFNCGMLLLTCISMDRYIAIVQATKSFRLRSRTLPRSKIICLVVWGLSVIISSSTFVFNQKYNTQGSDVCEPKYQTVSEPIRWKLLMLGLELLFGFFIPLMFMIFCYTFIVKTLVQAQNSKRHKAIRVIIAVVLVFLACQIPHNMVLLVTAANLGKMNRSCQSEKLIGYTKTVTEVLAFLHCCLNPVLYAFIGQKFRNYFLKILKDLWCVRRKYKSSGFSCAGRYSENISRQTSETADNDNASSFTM
# UBC13 polyUb = inhibitors of human UBC13 polyubiquitin chain formation | P61088 | TR-FRET | inhibition, % at 20 µM | hit rate 0.47% among 330,000 | AID 485273; in the data active = inhibition above about 45%, passing the limit was not always enough
# Target sequence (P61088 whole entry, looked up): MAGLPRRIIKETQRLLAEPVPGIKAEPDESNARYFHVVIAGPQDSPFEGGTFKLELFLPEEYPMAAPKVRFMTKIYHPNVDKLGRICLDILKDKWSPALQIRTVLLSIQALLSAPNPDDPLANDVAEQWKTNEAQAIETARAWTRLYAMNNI
# Apaf-1 inh = human Apaf-1 inhibition; reconstituted apoptosome caspase-3 activity, DEVD-Rh110 fluorescence; hit rate 0.71% among 330,000; inhibition, % at 20 µM; active = inhibition of at least 40% at 20 µM;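 note: plate controls were DMSO wells for no effect and DEVD-CHO caspase inhibitor wells for full effect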
#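 Material: biochemical Apaf-1 apoptosome reconstitution. Medium: Hepes buffer, pH 7.5. Also added: cytochrome c activation, bis-DEVD rhodamine 110 substrate. Timing: 30 min compound preincubation, 50 min activation, room temperature. Measured by: rhodamine 110 fluorescence at Ex 480/Em 540 nm.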
# Starred values were filed as active, the others as inactive. Cut-off read from the data, not from the text of the source, unless noted: active = inhibition above about 50%; inactive = the rest. These rows are one share of the data; the hit share may differ from the screen's.
SMILES,SENP8 inh,Gli-Sufu block,EBI2 block,697 NFkB inh,Jurkat NFkB inh,CCR6 antag,UBC13 polyUb,Apaf-1 inh
COc1ccc(CNC(=O)C(C)N=C2NS(=O)(=O)c3ccccc32)cc1OC (stereo not drawn),-4,7,0,11,1,1,-4,-2
Cc1ccc(OCCC(=O)OCC(=O)c2c(N)n(CC(C)C)c(=O)n(C)c2=O)cc1,10,2,-3,-8,6,10,20,12
COc1ccc(-c2oc3cc(OC)c(O)c(OC)c3c(=O)c2OC)cc1O,-10,2,0,15,-4,25,11,15
COc1cccc(C2=N/C(=C\N(C)C)C(=O)O2)c1,-11,-39,-3,-64,-49,2,-11,-4
O=C(CSc1nnc(Cc2ccccc2)n1-c1ccc(F)cc1)N1CCOCC1,0,4,1,18,0,-3,-9,-14
O=C(Nc1ccc2c(c1)C(=O)NC2=O)c1ccc2ncsc2c1,10,-19,-6,-61,-12,3,0,-20
CC(=O)N1c2ccc(S(=O)(=O)NCCc3ccc(Cl)cc3)cc2CC1C (stereo not drawn),2,6,3,-4,-2,13,-5,-3
COc1c2ccoc2c(OCC=C(C)C)c2oc(=O)ccc12,-11,1,-14,-1,6,10,-2,12
O=C1CC(SC(=NCc2ccc3c(c2)OCO3)Nc2ccccc2)C(=O)N1 (stereo not drawn),-6,27,7,13,3,12,16,5
O=[N+]([O-])c1ccc(S(=O)(=O)NCCN2CCOCC2)cc1,-12,9,-13,4,4,-18,-2,1
CC(=O)Nc1nc(S(=O)(=O)c2ccc(C)cc2)c(Cl)s1,4,-1,-7,-1,6,8,-3,5
Cc1nonc1NC(=O)CSc1nc(C23CC4CC(CC(C4)C2)C3)nc2ccccc12,-14,1,20,14,-2,14,11,17
C[C@]12c3[nH]c4ccccc4c3CCN1C(=O)C(CC(=O)NCCc1ccccn1)C[C@@H]2C(=O)N1CCCCC1 (stereo partly drawn),1,-5,0,-5,-2,2,0,0
CC(C)(C)c1ccc(/C=C2\CCn3c2nc2cc(C(=O)O)ccc2c3=O)cc1,-2,-2,0,2,-15,11,-45,7
Cn1cc(S(=O)(=O)N2CCc3ccccc32)cc1C(=O)Nc1ccc(Cl)cc1,-7,19,46*,5,13,24,-9,20
COc1ccc(CNC(=O)CSc2nnc(-c3cccnc3)n2N)cc1,-11,2,-6,0,-1,-1,-8,-8
Cc1ccc(-c2nc(CS(=O)(=O)CC(=O)NCCN3CCOCC3)c(C)o2)cc1,0,0,2,-4,-4,5,-7,3
COc1ccc(CC(=O)OCC(=O)NC2CCCC(C)C2C)cc1OC (stereo not drawn),-2,-2,-4,5,-4,9,15,-7
O=C(NCCC(=O)N1CCCC1)c1ccccc1Cl,-5,-9,-1,-1,5,-7,5,-13
COCC(=O)NC1CCN(C(=O)NCc2ccccc2)CC1,-9,1,-4,-23,-3,5,-5,4
Cc1cc(-c2ccc(/C=N/n3cnnc3)o2)c(C)c([N+](=O)[O-])c1,-3,-2,10,-12,-16,-5,-15,9
Cn1nnc2cc(C(=O)Nc3ccc(Cl)cc3)ccc21,-2,-40,15,-40,-23,16,-2,-9
CCOc1[nH]n(-c2ccccc2)c(=O)c1C=Nc1ccc(F)cc1F,8,-4,1,12,8,2,7,3
CCOC(=O)c1c(NC(=S)Nc2ccc(OCC)cc2)sc2c1CCN(C)C2,-7,-1,39,-48,2,19,0,-6
O=C(COC(=O)/C=C/c1cc(Br)ccc1F)Nc1ccc2[nH]c(=O)[nH]c2c1,-3,-1,-2,2,-2,12,-8,1
# Further entries.
SMILES,SENP8 inh,Gli-Sufu block,EBI2 block,697 NFkB inh,Jurkat NFkB inh,CCR6 antag,UBC13 polyUb,Apaf-1 inh
COc1ccccc1NC(=O)N(CCN(C)C)Cc1cc2cc(C)ccc2[nH]c1=O,-1,1,2,18,-10,-2,9,-5
COc1ccc(S(=O)(=O)c2ccc(OC)cc2)cc1,-14,-4,-9,-11,17,11,-7,3
CC1=C2C(=O)OC(c3ccoc3)C2(C)CCC1 (stereo not drawn),-1,0,-10,-5,4,26,3,8
O=C1N/C(=N/S(=O)(=O)c2ccccc2)S/C1=C/c1cccnc1,9,-6,-6,29,5,7,0,-4
O=C(NNC(=O)c1cccnc1)Nc1ccc([N+](=O)[O-])cc1,1,2,4,5,7,16,6,-11
COc1ccc(N2C(=O)C(Cl)=C(Nc3c(C)n(C)n(-c4ccccc4)c3=O)C2=O)cc1,4,3,-4,19,14,-3,-5,4
CN(C(=O)c1cccnc1)c1nnc(-c2cnccn2)s1,-2,-1,-8,1,10,8,0,-9
CC(=O)NC(C)c1cc(F)c2cccnc2c1O (stereo not drawn),-2,-23,-15,13,6,2,-5,-10
Cc1ccc(C(=O)COc2ccccc2N2C(=O)c3ccccc3C2=O)cc1,-7,-15,6,-25,-77,18,7,3
Cc1ccc(CNC(=O)c2ccccc2N)cc1,2,5,-7,13,-13,-3,20,-6
O=C(NC(=S)NCCc1ccccn1)c1ccco1,-1,12,5,9,3,12,-1,0
Cc1cc(C=O)c(O)cc1O,6,45,-5,0,14,0,1,-2
c1ccc(COc2ccc(OCCCNC3CCCC3)cc2)cc1,-11,-12,-23,-30,-47,28,27,-6
O=C1NC(=O)C(Cc2c[nH]c3ccccc23)N1 (stereo not drawn),-5,-6,13,10,-3,15,2,1
O=C(CCCN1C(=O)/C(=C/c2cccc(Br)c2)SC1=S)NCCCN1CCOCC1,-11,11,2,-24,-4,15,15,14
NS(=O)(=O)c1ccc(CCNS(=O)(=O)c2ccc(Cl)cc2)cc1,1,1,-4,14,7,10,6,-1
COC(=O)CCC(=O)OC1(C)C(=O)C2=CN(Cc3ccc(OC)cc3)C(c3ccc(OC)cc3)=CC2=C(Br)C1=O (stereo not drawn),8,-11,-8,-1,18,3,-85,30
O=C(Nc1cccc(C(F)(F)F)c1)c1cccnc1NCCc1ccccc1,-2,-4,4,-12,6,-3,18,19
O=C1NCCCC1C(=O)Nc1ccccc1C(F)(F)F (stereo not drawn),-4,5,-4,1,-2,-13,-2,8
COc1ccc(-n2nc(C(=O)NCC(=O)NCCCN3CCOCC3)c3ccccc3c2=O)cc1,-5,-5,8,5,-5,12,-2,2
COc1cc(OC)cc(C(=O)Nc2ccccc2C(=O)N2CCCC2)c1,0,-11,-13,-33,-32,11,7,-2
CSc1ncccc1C(=O)OCc1cccc([N+](=O)[O-])c1,-7,20,13,14,1,9,11,-2
CC1Oc2ccccc2C=C1C1/C(=C(/O)c2ccccc2)C(=O)C(=O)N1CCCN(C)C (stereo not drawn),3,2,0,14,1,7,8,1
COc1cc(C(=S)N2CCOCC2)ccc1OC(=O)c1cc([N+](=O)[O-])cc([N+](=O)[O-])c1,-5,-9,9,-2,7,-9,15,-3
O=C(NC1(C(F)(F)F)C(=O)Nc2c1c(=O)[nH]c(=O)n2Cc1ccccc1)c1ccc(Cl)cc1Cl (stereo not drawn),-9,-1,-8,-4,18,-2,-3,9

# Sorted by formula weight (lowest first): some entries from above
SMILES,SENP8 inh,Gli-Sufu block,EBI2 block,697 NFkB inh,Jurkat NFkB inh,CCR6 antag,UBC13 polyUb,Apaf-1 inh
O=C1N/C(=N/S(=O)(=O)c2ccccc2)S/C1=C/c1cccnc1,9,-6,-6,29,5,7,0,-4
COc1ccc(CNC(=O)CSc2nnc(-c3cccnc3)n2N)cc1,-11,2,-6,0,-1,-1,-8,-8
Cc1ccc(C(=O)COc2ccccc2N2C(=O)c3ccccc3C2=O)cc1,-7,-15,6,-25,-77,18,7,3
COc1ccc(-c2oc3cc(OC)c(O)c(OC)c3c(=O)c2OC)cc1O,-10,2,0,15,-4,25,11,15
CC(=O)N1c2ccc(S(=O)(=O)NCCc3ccc(Cl)cc3)cc2CC1C (stereo not drawn),2,6,3,-4,-2,13,-5,-3
COc1ccc(CNC(=O)C(C)N=C2NS(=O)(=O)c3ccccc32)cc1OC (stereo not drawn),-4,7,0,11,1,1,-4,-2
COc1cc(C(=S)N2CCOCC2)ccc1OC(=O)c1cc([N+](=O)[O-])cc([N+](=O)[O-])c1,-5,-9,9,-2,7,-9,15,-3

# (further entries)
SMILES,SENP8 inh,Gli-Sufu block,EBI2 block,697 NFkB inh,Jurkat NFkB inh,CCR6 antag,UBC13 polyUb,Apaf-1 inh
O=[N+]([O-])c1ccc(NC(=S)NCC(c2cccnc2)N2CCOCC2)cc1 (stereo not drawn),3,4,5,3,10,18,-6,-10
O=C(C1CCCN(S(=O)(=O)c2ccc(Br)cc2)C1)N1CCN(Cc2ccccc2)CC1 (stereo not drawn),-10,35,15,-9,-5,3,1,27
CC1(c2ccccc2)NC(=S)N2C1NC(=S)N2c1ccccc1 (stereo not drawn),0,33,1,14,-1,-8,-6,3
Cc1cccc(N2CCN(C(=O)c3cccs3)CC2)c1C,-1,13,-44,-30,11,13,2,10
CCOc1ccc(CNc2nc3ccccc3n2CCN2CCOCC2)cc1,-8,14,2,-28,-10,-14,4,-13
O=c1[nH][nH]c(-c2ccccc2)c1C=Nc1ccc(Cl)cc1,-5,10,29,12,-2,7,-16,1
CCN(CC(=O)Nc1c(F)cccc1F)C(=O)c1ccc(COc2ccccc2)o1,-15,-4,-1,0,18,-3,-5,1
CC(=O)Nc1ccc(S(=O)(=O)NCCC(=O)Nc2ccc(C)c(Cl)c2)cc1,-15,4,-4,-20,-1,-1,-15,-5
Cn1c(=O)c2cc(S(=O)(=O)NC(C(=O)Nc3cccc(F)c3)c3ccccc3)ccc2n(C)c1=O (stereo not drawn),-9,-5,3,-31,-40,5,8,14
Cc1nn(C)cc1/C=C/C(=O)c1ccc(O)cc1,31,-3,2,-51,-28,5,1,-4
CCc1nn(CCCC(=O)NCc2cc(Br)ccc2OC)c(=O)c2cc3occc3n12,-4,26,7,-12,4,22,9,10
COc1ccc(CCN(Cc2cc3cc(C)cc(C)c3nc2Cl)C(=O)C2CC2)cc1,1,4,12,20,6,33,0,10
CCN(C(=O)COC(=O)COc1ccc(Cl)c(C)c1)C1CCS(=O)(=O)C1 (stereo not drawn),5,6,-9,24,9,8,16,-10
COc1ccc(S(=O)(=O)NCC(=O)N(CC(=O)NCC2CCCO2)c2ccccc2C)cc1 (stereo not drawn),-5,6,3,4,1,20,0,6
Nn1c(Cc2ccccc2)nc2cc(Cl)ccc2c1=O,-12,1,-1,-5,6,19,2,-7
CC(C)CCNC(=S)Nc1ccc2nc3n(c(=O)c2c1)CCCCC3,-11,-8,10,2,-13,3,1,1
Cc1ccc(OCC(=O)NCC(=O)Nc2ccc(F)c(F)c2F)c([N+](=O)[O-])n1,3,-3,-11,8,7,7,-4,-8
CCOC(=O)N1CCN(c2nnc(-c3ccccc3)c3ccccc23)CC1,5,-9,4,8,5,9,7,-1
CCCC(=O)Nc1ccc(Cl)c(NC(=S)NC(=O)c2cc3ccccc3o2)c1,-2,-66,-6,-21,-4,45,-15,-9
Cc1cc(C)c(NC(=O)c2ccoc2C)c(C)c1,-4,2,-6,-4,-2,1,-15,-5
Oc1ccc(-c2nc3ccccc3s2)c(O)c1,88*,-70,31,-131,-73,-1,33,0
CCn1ncc(/C=C/C(=O)NCc2cnn(C)c2C)c1C,3,-5,3,20,0,-1,2,-18
O=C(NCC1CCOCC1)C1CCC(=O)N(Cc2cccc(C(F)(F)F)c2)C1 (stereo not drawn),-1,0,-3,-9,-7,-3,3,-5
COc1cc2c(cc1OC)CN(C(=O)c1ccc(OC)c([N+](=O)[O-])c1)CC2,0,-1,4,10,-16,0,-2,-6
Cc1nn(C(C)C(=O)NCc2ccc(Cl)cc2)c(=O)c2cc3occc3n12 (stereo not drawn),-6,-2,-9,8,-2,17,2,-7
O=C1Nc2cc(C(=O)N3CCOCC3)ccc2S/C1=C\c1ccccc1,-5,-11,20,-29,-6,3,-8,5
CCC(CC)C(=O)Nc1cccc(/C(C)=N/NC(=O)c2ccccc2Cl)c1,6,-7,-6,4,2,5,-1,7
CCOC(=O)c1c(S(=O)(=O)NCC(=O)Nc2cccc(C)c2C)c(C)n(C)c1C,-10,-9,-6,-6,12,16,-3,10
COc1ccc(NC(=O)CSc2nc(-c3ccncc3)nn2CC(=O)N2CCCC2)cc1,1,-1,-9,-13,-1,-4,-7,-2
CCC(=O)N1CCc2cc(S(=O)(=O)N3CCN(c4ccccn4)CC3)ccc21,-4,8,-5,0,3,-1,0,-1

# Compound activity deposited in PubChem BioAssay by Sanford-Burnham Center for Chemical Genomics.
